HTR2A ag: activates the mouse 5-HT2A serotonin receptor | P35363 | CHO-K1 mHTR2A beta-arrestin complementation, luminescence; percent of 30 µM serotonin response | AID 624169 | activation, % at 7.6 µM | 360,000 compounds, 0.66% hits;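 active = activation above a run cutoff, the mean activation of all tested compounds plus 3 SD, cut at about 14% in these data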;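 also: 0% = plate median of compound wells and 100% = 30 µM serotonin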
NR2E3 ag-1: NR2E3 (human) agonism; Q9Y5X4; 320,000 compounds, 0.12% hits; GST-NR2E3/biotin-RetCOR TR-FRET, 1536-well; inhibition of corepressor binding, % at 4.78 µM; AID 2300;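 active = percent inhibition above the cutoff of mean plus 3 SD of all tested compounds, set per screening campaign, cut at about 20% in these data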;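 also: 0% = DMSO wells and 100% = biotin wells as full block of FRET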
Target sequence (Q9Y5X4 whole entry, looked up): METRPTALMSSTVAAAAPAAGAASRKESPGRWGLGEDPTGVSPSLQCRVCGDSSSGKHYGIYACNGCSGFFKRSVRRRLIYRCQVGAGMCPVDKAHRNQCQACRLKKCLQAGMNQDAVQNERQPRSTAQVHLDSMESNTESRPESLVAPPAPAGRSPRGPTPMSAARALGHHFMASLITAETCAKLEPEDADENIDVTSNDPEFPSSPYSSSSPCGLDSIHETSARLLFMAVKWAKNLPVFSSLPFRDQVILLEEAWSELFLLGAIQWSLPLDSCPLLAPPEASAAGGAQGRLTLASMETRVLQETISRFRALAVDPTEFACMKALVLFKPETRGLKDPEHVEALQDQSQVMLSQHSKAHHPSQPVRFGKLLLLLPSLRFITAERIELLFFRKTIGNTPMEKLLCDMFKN
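Material: NR2E3–RetCOR corepressor complex | Quantity: 1.35 nM GST-tagged NR2E3 final | Schedule: 5 h at 4 °C | Replication: Singlicate compound wells | Reagent: RetCOR corepressor, biotinylated, 7 nM | Controls: Biotin wells as high control, 0.6% DMSO wells as low control | Signal: TR-FRET, Eu(K)-anti-GST donor, streptavidin-D2 acceptor, ex 340, em 617/671 nm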
H9c2 protect: protects H9c2 cardiomyocytes from peroxide injury; H2O2 injury protection, ATPLite, 2 h; protection from H2O2 cell death, % at 20 µM; 360,000 compounds, 0.63% hits;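 active = compounds giving at least 50% protection of heart cells from peroxide-induced death in the single-dose screen, raw or plate-pattern-corrected value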;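 also: 0% = DMSO wells with peroxide and 100% = DMSO wells without peroxide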
PDI inh: PDI (human) enzyme inhibition. PDI insulin aggregation turbidity, A650, 90 min. inhibition, % at 10 µM. AID 588391. P07237. 350,000 compounds, 0.052% hits;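 active = mean inhibition across replicates of 30% or more, whatever share of single replicates reach that level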;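 also: absorbance from insulin aggregation driven by PDI reduction with DTT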
Target sequence (P07237 whole entry, looked up): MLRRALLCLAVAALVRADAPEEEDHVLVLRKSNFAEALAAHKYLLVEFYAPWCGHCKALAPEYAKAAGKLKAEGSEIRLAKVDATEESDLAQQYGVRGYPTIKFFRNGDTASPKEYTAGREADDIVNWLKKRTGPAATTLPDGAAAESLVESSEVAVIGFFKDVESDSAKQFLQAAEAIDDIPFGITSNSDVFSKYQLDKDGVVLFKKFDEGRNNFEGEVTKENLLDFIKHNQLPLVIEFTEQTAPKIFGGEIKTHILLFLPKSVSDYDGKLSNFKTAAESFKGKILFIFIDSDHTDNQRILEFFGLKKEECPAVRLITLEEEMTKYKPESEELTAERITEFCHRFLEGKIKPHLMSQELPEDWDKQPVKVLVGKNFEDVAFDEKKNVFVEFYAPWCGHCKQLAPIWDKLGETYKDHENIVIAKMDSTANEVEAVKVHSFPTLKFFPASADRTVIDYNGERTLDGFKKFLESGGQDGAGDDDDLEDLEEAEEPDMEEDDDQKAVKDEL
NR2E3 ag-2: human photoreceptor-specific nuclear receptor agonism. Q9Y5X4. CHO-S Gal4-NCOR/VP16-NR2E3 two-hybrid, luciferase. inhibition of corepressor binding, % at 3.98 µM. 360,000 compounds, 0.35% hits. AID 602229;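 active = inhibition above the mean of all tested compounds plus 3 SD, cut at about 70% in these data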;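 also: 0% = DMSO with NR2E3 transfected cells and 100% = cells lacking NR2E3 construct; higher means lower luciferase signal from less NR2E3 corepressor binding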
Peg3 prom inh: Peg3 promoter activity inhibition; 360,000 compounds, 1.7% hits; HeLa PEG-Prom luciferase reporter, luminescence, overnight; inhibition, % at 20 µM; AID 588405;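 active = inhibition of at least 50% at 20 µM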
CaV13 FRET inh: Disruptors of the CACNA1D IQ motif to Ca2+-dependent inactivation inhibitor domain association, primary screening, Förster resonance energy transfer in intact living …; HEK cells, CFP/YFP FRET ICDI-IQ, plate reader, 10 min; percent FRET-ratio fall versus neutral wells; inhibition, % at 12.3 µM; 340,000 compounds, 0.098% hits;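 active = mean replicate inhibition of at least 30% and at least 1% of replicates passing that level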;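 also: 0% = median of the neutral control wells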
hiPSC survival: hiPSC single-cell survival enhancement. ATPlite luminescence; 100% = ROCK inhibitor wells, 0% = DMSO. survival enhancement, % at 20 µM. 360,000 compounds, 0.044% hits. AID 602274; in the data active = survival enhancement above about 18%;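 also: cells exposed to compounds for 16 hours before the ATP read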
TRPM1 prom inh: MITF TRPM1 promoter inhibition in SK-MEL-5 cells | SK-MEL-5 TRPM1 promoter luciferase, 24 h | inhibition, % at 12.5 µM | 330,000 compounds, 0.83% hits | AID 488899;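 active = mean inhibition across replicates of 60% or more, whatever share of single replicates reaches that level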; also: values of inactives mirror those of a sister screen read the other way
Shn3 inh set2: reduces Shn3 3'UTR luciferase signal in osteoblasts. AID 588674. Clone20 osteoblast Shn3 3'UTR firefly luciferase, 24 h. 360,000 compounds, 0.52% hits. inhibition, % at 12.5 µM;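 active = mean inhibition of at least 75% with every replicate also reaching 75%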;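 also: 0% = median of neutral control wells and 100% = pilot-screen positive control compound; some compounds past the cut are filed as inactive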
HIF-2a inh: blocks HIF-2a reporter activity | 786-0 RCC cells HIF-2a reporter, luciferase luminescence, overnight | inhibition, % at 18.8 µM | 360,000 compounds, 0.72% hits;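 active = inhibition of the luminescence signal of 40% or more relative to plate controls, in a single-dose primary screen at 18.75 µM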
Active calls of the source: *.

What do the screens show for `COc1cccc2c(=O)c3c(oc12)CCCC3`?
HTR2A ag: -2; H9c2 protect: 6; PDI inh: 2; NR2E3 ag-2: -2; Peg3 prom inh: 8; CaV13 FRET inh: -5; hiPSC survival: 5.8; Shn3 inh set2: 14; HIF-2a inh: -11

What do the screens show for `Cc1ccccc1COc1ccc2oc(C)c(C(=O)O)c2c1`?
HTR2A ag: 2; NR2E3 ag-1: 0; H9c2 protect: -3; PDI inh: -1; NR2E3 ag-2: -5; Peg3 prom inh: 48; CaV13 FRET inh: -4; hiPSC survival: 0.1; TRPM1 prom inh: -7; Shn3 inh set2: 0; HIF-2a inh: 1

What do the screens show for `COc1ccc(C(=O)Nc2ccc(S(=O)(=O)Nc3onc(C)c3C)cc2)c(OC)c1`?
HTR2A ag: 4; NR2E3 ag-1: -3; H9c2 protect: 8; PDI inh: 11; NR2E3 ag-2: 0; Peg3 prom inh: 14; CaV13 FRET inh: -5; hiPSC survival: -0.3; TRPM1 prom inh: 0; Shn3 inh set2: 0; HIF-2a inh: 11

What do the screens show for `O=C1c2ccccc2C(=O)N1CCc1csc(-c2cccc(F)c2)n1`?
HTR2A ag: -5; NR2E3 ag-1: 3; H9c2 protect: 10; PDI inh: 3; NR2E3 ag-2: -12; Peg3 prom inh: -33; CaV13 FRET inh: -4; hiPSC survival: 4.3; TRPM1 prom inh: -23; Shn3 inh set2: 2; HIF-2a inh: -47

What do the screens show for `COCCNC(=O)C(c1cccc(OC)c1)N(Cc1cccs1)C(=O)Cn1nnc2ccccc21` (stereo not drawn)?
HTR2A ag: 3; NR2E3 ag-1: 3; H9c2 protect: 0; PDI inh: -8; NR2E3 ag-2: -15; Peg3 prom inh: 15; CaV13 FRET inh: -3; hiPSC survival: -1.7; TRPM1 prom inh: -6; Shn3 inh set2: -5; HIF-2a inh: 4

What do the screens show for `CCn1cc2nc(SCC(=O)Nc3ccccc3F)n(Cc3ccccc3)c(=O)c2n1`?
HTR2A ag: 0; NR2E3 ag-1: 0; H9c2 protect: 3; PDI inh: 5; NR2E3 ag-2: -7; Peg3 prom inh: 6; CaV13 FRET inh: -3; hiPSC survival: -0.4; TRPM1 prom inh: -4; Shn3 inh set2: 7; HIF-2a inh: 11

What do the screens show for `CC/C(=N\O)C(C)(C)/[N+]([O-])=C/c1ccc(Br)cc1`?
HTR2A ag: 0; NR2E3 ag-1: -1; H9c2 protect: 5; PDI inh: -2; NR2E3 ag-2: 0; Peg3 prom inh: -8; CaV13 FRET inh: -8; hiPSC survival: -2.3; TRPM1 prom inh: 3; Shn3 inh set2: -20; HIF-2a inh: -6

What do the screens show for `CCOC(=O)Cn1nc(C)c([N+](=O)[O-])c1C`?
HTR2A ag: -1; NR2E3 ag-1: 2; H9c2 protect: 15; PDI inh: -1; NR2E3 ag-2: -10; Peg3 prom inh: -7; CaV13 FRET inh: 0; hiPSC survival: 0.3; TRPM1 prom inh: -1; Shn3 inh set2: -20; HIF-2a inh: 14

What do the screens show for `OCC[C@@H]1C[C@H](O)[C@@H](O)[C@]2(Cc3ccccc3CO2)O1`?
HTR2A ag: -1; NR2E3 ag-1: 2; H9c2 protect: 2; PDI inh: 7; NR2E3 ag-2: -9; Peg3 prom inh: 3; CaV13 FRET inh: -9; hiPSC survival: 0.8; TRPM1 prom inh: 10; Shn3 inh set2: -10; HIF-2a inh: 13

How did CNC(=O)COc1cccc(C(=O)NCc2ccccc2)c1 do in these assays?
HTR2A ag: -1; NR2E3 ag-1: -4; H9c2 protect: 3; PDI inh: 4; NR2E3 ag-2: 7; Peg3 prom inh: 3; CaV13 FRET inh: -3; hiPSC survival: 2.8; TRPM1 prom inh: 8; Shn3 inh set2: -6; HIF-2a inh: 27

Reprinted at random: three entries already listed, in no set order.
What do the screens show for `COc1cccc2c(=O)c3c(oc12)CCCC3`?
HTR2A ag: -2; H9c2 protect: 6; PDI inh: 2; NR2E3 ag-2: -2; Peg3 prom inh: 8; CaV13 FRET inh: -5; hiPSC survival: 5.8; Shn3 inh set2: 14; HIF-2a inh: -11

What do the screens show for `O=C1c2ccccc2C(=O)N1CCc1csc(-c2cccc(F)c2)n1`?
HTR2A ag: -5; NR2E3 ag-1: 3; H9c2 protect: 10; PDI inh: 3; NR2E3 ag-2: -12; Peg3 prom inh: -33; CaV13 FRET inh: -4; hiPSC survival: 4.3; TRPM1 prom inh: -23; Shn3 inh set2: 2; HIF-2a inh: -47

What do the screens show for `COc1ccc(C(=O)Nc2ccc(S(=O)(=O)Nc3onc(C)c3C)cc2)c(OC)c1`?
HTR2A ag: 4; NR2E3 ag-1: -3; H9c2 protect: 8; PDI inh: 11; NR2E3 ag-2: 0; Peg3 prom inh: 14; CaV13 FRET inh: -5; hiPSC survival: -0.3; TRPM1 prom inh: 0; Shn3 inh set2: 0; HIF-2a inh: 11

(listing goes on)
How did COCCCNc1nc2nonc2nc1N1CCN(C2CCCC2)CC1 do in these assays?
HTR2A ag: 1; NR2E3 ag-1: 0; H9c2 protect: 4; PDI inh: 8; NR2E3 ag-2: -4; Peg3 prom inh: 3; CaV13 FRET inh: -6; hiPSC survival: 1.3; TRPM1 prom inh: -1; Shn3 inh set2: -7; HIF-2a inh: 11

Results for O=C(NCc1cccc(Br)c1)c1cc(-c2ccccc2)nn1CC1CC(c2cccnc2)=NO1 (stereo not drawn) ?
HTR2A ag: 2; NR2E3 ag-1: 1; H9c2 protect: 10; PDI inh: -1; NR2E3 ag-2: 8; Peg3 prom inh: 7; CaV13 FRET inh: -9; hiPSC survival: 2.0; TRPM1 prom inh: -1; Shn3 inh set2: -1; HIF-2a inh: 22

How did COc1cc2c(c(OC)c1OC)-c1ccc(NC(=O)c3ccc(F)cc3)c(=O)cc1[C@@H](NC(C)=O)CC2 do in these assays?
HTR2A ag: 5; NR2E3 ag-1: 1; H9c2 protect: 18; PDI inh: 5; NR2E3 ag-2: -24; Peg3 prom inh: 36; CaV13 FRET inh: -22; hiPSC survival: -0.6; TRPM1 prom inh: 13; Shn3 inh set2: 14; HIF-2a inh: 27

How did COCc1c(C(=O)Nc2ccc3nc(N4CCOCC4)sc3c2)oc2ccccc12 do in these assays?
HTR2A ag: -3; NR2E3 ag-1: 5; H9c2 protect: 64*; PDI inh: -24; NR2E3 ag-2: -15; Peg3 prom inh: 51*; CaV13 FRET inh: -14; hiPSC survival: -0.1; TRPM1 prom inh: -5; Shn3 inh set2: 36; HIF-2a inh: -63

Results for CCn1c(=O)n(CC)c2cc(S(=O)(=O)N3CCOCC3)ccc21 ?
HTR2A ag: 1; NR2E3 ag-1: -2; H9c2 protect: 1; PDI inh: -1; NR2E3 ag-2: -7; Peg3 prom inh: 7; hiPSC survival: -1.9; TRPM1 prom inh: 8; Shn3 inh set2: -62; HIF-2a inh: 5

How did CCCCCCCCCCCn1nnnc1N do in these assays?
HTR2A ag: 2; H9c2 protect: -5; PDI inh: 12; NR2E3 ag-2: 11; Peg3 prom inh: -33; CaV13 FRET inh: -6; hiPSC survival: 1.1; TRPM1 prom inh: -22; Shn3 inh set2: -23; HIF-2a inh: -9

How did COc1ccccc1NC(=O)CSc1nnnn1C1CCCCC1 do in these assays?
HTR2A ag: -10; NR2E3 ag-1: 2; H9c2 protect: 1; PDI inh: 1; NR2E3 ag-2: 7; Peg3 prom inh: -4; CaV13 FRET inh: -3; hiPSC survival: 0.0; TRPM1 prom inh: 9; Shn3 inh set2: 9; HIF-2a inh: -12

How did COc1cc2c(cc1OC)CN(C(=O)c1cccc(S(=O)(=O)N(C)C)c1)CC2 do in these assays?
HTR2A ag: 6; NR2E3 ag-1: -2; H9c2 protect: 1; PDI inh: -3; NR2E3 ag-2: 1; Peg3 prom inh: 4; CaV13 FRET inh: 6; hiPSC survival: 0.2; TRPM1 prom inh: 7; Shn3 inh set2: -4; HIF-2a inh: 3

Results for CCOc1ccccc1C(=O)NC1CCN(Cc2ccccc2)CC1 ?
HTR2A ag: -6; NR2E3 ag-1: 2; H9c2 protect: 1; PDI inh: 5; NR2E3 ag-2: -21; Peg3 prom inh: 4; CaV13 FRET inh: 4; hiPSC survival: 0.7; TRPM1 prom inh: 16; Shn3 inh set2: 8; HIF-2a inh: 11

What do the screens show for `CCCCNC(=O)C1(C)CCN1C(=O)c1cc2ccccc2s1` (stereo not drawn)?
HTR2A ag: -5; H9c2 protect: 2; PDI inh: 9; NR2E3 ag-2: -47; Peg3 prom inh: 5; CaV13 FRET inh: -4; hiPSC survival: -1.2; Shn3 inh set2: 5; HIF-2a inh: 9

What do the screens show for `C=CCOc1ccc(Br)cc1/C=C1\NC(=S)N(C(C)=O)C1=O`?
HTR2A ag: -5; NR2E3 ag-1: 1; H9c2 protect: -2; PDI inh: -2; NR2E3 ag-2: -7; Peg3 prom inh: 23; CaV13 FRET inh: -20; hiPSC survival: 1.2; TRPM1 prom inh: 18; Shn3 inh set2: -4; HIF-2a inh: -122

What do the screens show for `Cn1c(=O)c2c(nc(NCc3ccco3)n2CCc2ccccc2)n(C)c1=O`?
HTR2A ag: -2; NR2E3 ag-1: 0; H9c2 protect: -32; PDI inh: -4; NR2E3 ag-2: 26; Peg3 prom inh: 6; hiPSC survival: 4.0; TRPM1 prom inh: 7; Shn3 inh set2: 84; HIF-2a inh: 10

What do the screens show for `CC(=O)c1cccc(NC(=O)CSc2ccc(-c3ccccn3)nn2)c1`?
HTR2A ag: 8; NR2E3 ag-1: 4; H9c2 protect: 36; PDI inh: 12; NR2E3 ag-2: -1; Peg3 prom inh: -5; CaV13 FRET inh: -3; hiPSC survival: 0.6; TRPM1 prom inh: 6; Shn3 inh set2: -8; HIF-2a inh: -21

How did Cc1cc(C)cc(NC(=S)N(C)C)c1 do in these assays?
HTR2A ag: 3; NR2E3 ag-1: -3; H9c2 protect: -2; PDI inh: -4; NR2E3 ag-2: 2; Peg3 prom inh: 3; CaV13 FRET inh: 7; hiPSC survival: 1.2; TRPM1 prom inh: 7; Shn3 inh set2: -20; HIF-2a inh: 10

Results for CC1CCN(C(=O)c2cc3c(ccc4ccccc43)o2)CC1 ?
HTR2A ag: 2; NR2E3 ag-1: 1; H9c2 protect: -14; PDI inh: 1; NR2E3 ag-2: -145; Peg3 prom inh: -140; CaV13 FRET inh: -6; hiPSC survival: -0.1; TRPM1 prom inh: -24; Shn3 inh set2: -52; HIF-2a inh: -53

What do the screens show for `CN(C)C(=O)COC(=O)/C=C/c1cn(-c2ccccc2)nc1-c1cccs1`?
HTR2A ag: -8; NR2E3 ag-1: 1; H9c2 protect: 15; PDI inh: 6; NR2E3 ag-2: -6; Peg3 prom inh: -19; CaV13 FRET inh: 4; hiPSC survival: 0.0; TRPM1 prom inh: -25; Shn3 inh set2: -7; HIF-2a inh: -54

Assay outcomes (PubChem BioAssay)
